EBI2 antag – blocks human EBI2 receptor beta-arrestin signaling; P32249; EBI2 beta-arrestin recruitment, luminescence, 7a,25-OHC stimulated; inhibition, % at 5 µM; 0.81% of 360,000 active; AID 651636; in the data active = inhibition above about 38%;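 also: enzyme fragment complementation signal reports receptor beta-arrestin coupling in cells; 0% = agonist plus DMSO wells and 100% = wells without agonist; some results beyond the cut were filed as inactive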
UBC13 polyUb – blocks human UBC13 polyubiquitin chain formation | P61088 | TR-FRET | inhibition, % at 20 µM | 0.47% of 330,000 active; in the data active = inhibition above about 45%, passing the limit was not always enough
Target sequence (P61088 whole entry, looked up): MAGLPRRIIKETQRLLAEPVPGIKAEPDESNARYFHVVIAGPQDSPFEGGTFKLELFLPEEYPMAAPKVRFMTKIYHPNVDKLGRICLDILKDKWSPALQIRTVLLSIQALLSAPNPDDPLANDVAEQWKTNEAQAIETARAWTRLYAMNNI
APJ antagonist – APJ receptor antagonism | P35414 | CHO-K1 APJ beta-arrestin complementation, luminescence | inhibition, % at 20 µM | 0.32% of 330,000 active | AID 2521;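 active = inhibition above about 40% at 20 µM, limit read from the data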;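 also: cells challenged with 10 nM apelin-13 agonist together with compound; plate controls were apelin-13 plus DMSO wells for no effect and DMSO wells lacking apelin-13 for full effect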
APJ ag – agonists of human APJ apelin receptor | P35414 | CHO-K1 APJ PathHunter beta-arrestin, luminescence; 0% DMSO wells, 100% apelin | activation, % at 20 µM | 0.11% of 330,000 active;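 active = activation more than six SD over the plate average, tested at 20 µM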;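 also: 0% = DMSO alone and 100% = apelin-13 at 10 nM; some results filed as inactive read as strong as hits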
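Assay system: engineered CHO-K1 APJ arrestin reporter cells; Amount: 1000 CHO-K1 reporter cells seeded per well; Dosing: one dose, 20 µM compound, 1% DMSO; Times: compound stimulation 90 min at 25 °C, detection 60 min; Measured by: luminescent beta-gal fragment complementation, chemiluminescent substrate; Read-out: APJ–arrestin association signal; Controls: DMSO vs Apelin-13 10 nM.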
Gli-Sufu antag – antagonists of Gli-Sufu signaling; Sufu-KO-LIGHT fibroblasts, Gli luciferase reporter luminescence; inhibition, % at 5 µM; 0.74% of 340,000 active;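 active = inhibition above about 55%, limit read from the data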;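 also: 0% = DMSO-treated cells and 100% = wells with medium but no cells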
CCR6 antagonist – blocks CCL20-driven beta-arrestin recruitment at human CCR6; CHO-K1 CCR6 PathHunter beta-arrestin, luminescence, CCL20-stimulated; inhibition, % at 20 µM; 0.49% of 340,000 active; P51684; AID 493098;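 active = compounds whose inhibition of the agonist-driven luminescence signal at 20 µM reaches about 50%, limit read from the data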;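 also: cells stimulated with CCL20 at 14 nM final; plate controls were DMSO with CCL20 for no effect and DMSO without agonist for full effect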
Target sequence (P51684 whole entry, looked up): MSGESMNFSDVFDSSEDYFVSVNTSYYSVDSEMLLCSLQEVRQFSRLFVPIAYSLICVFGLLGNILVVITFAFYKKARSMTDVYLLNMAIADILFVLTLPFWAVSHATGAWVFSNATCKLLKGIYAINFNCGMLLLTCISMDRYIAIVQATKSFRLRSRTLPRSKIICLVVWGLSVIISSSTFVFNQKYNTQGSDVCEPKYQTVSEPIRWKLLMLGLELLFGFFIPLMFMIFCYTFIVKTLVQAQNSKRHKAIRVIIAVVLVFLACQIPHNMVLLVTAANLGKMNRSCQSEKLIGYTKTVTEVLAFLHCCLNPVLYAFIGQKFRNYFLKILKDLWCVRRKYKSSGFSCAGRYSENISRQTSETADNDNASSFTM
ATG4B inhibitor – ATG4B (human) cysteine protease inhibition; 0.51% of 340,000 active; ATG4B cleavage of LC3-PLA2, NBD-HPC fluorescence, 1 h; inhibition, % at 8.33 µM; AID 504462; in the data active = inhibition above about 40%
Target sequence (Q9Y4P1 whole entry, looked up): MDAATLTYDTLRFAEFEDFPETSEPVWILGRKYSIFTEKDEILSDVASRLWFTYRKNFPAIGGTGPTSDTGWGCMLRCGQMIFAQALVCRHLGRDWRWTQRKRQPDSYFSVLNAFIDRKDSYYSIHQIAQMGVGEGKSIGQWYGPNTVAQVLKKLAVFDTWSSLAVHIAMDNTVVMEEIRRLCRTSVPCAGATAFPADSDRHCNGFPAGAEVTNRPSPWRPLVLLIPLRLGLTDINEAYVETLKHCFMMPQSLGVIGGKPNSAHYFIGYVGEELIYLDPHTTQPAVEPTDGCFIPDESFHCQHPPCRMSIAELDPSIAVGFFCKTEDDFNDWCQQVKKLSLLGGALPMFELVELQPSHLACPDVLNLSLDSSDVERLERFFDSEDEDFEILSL
CXCR6 inh – blocks human CXCR6 beta-arrestin recruitment. O00574. CHO-K1 PathHunter CXCR6 beta-arrestin, luminescence. inhibition, % at 20 µM. 0.36% of 360,000 active. AID 602244; in the data active = inhibition above about 34%, passing the limit was not always enough;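 also: antagonist mode with CXCL16 agonist at 10 nM final; 0% = 10 nM CXCL16 with DMSO and 100% = unstimulated wells without agonist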
Active calls of the source: *; / = no result given.

SMILES	EBI2 antag	UBC13 polyUb	APJ antagonist	APJ ag	Gli-Sufu antag	CCR6 antagonist	ATG4B inhibitor	CXCR6 inh
O=C(c1cc(N2C(=O)C3C4CCC(C4)C3C2=O)ccc1Cl)N1CCN(c2ccccc2)CC1 (centres undefined)	7	2	8	0	6	10	-4	-10
CCCNC(=S)Nc1cccc(C(F)(F)F)c1	-2	7	-26	-2	-5	4	26	8
Cc1ncc(COCc2ccccc2)c(CO)c1OCc1ccccc1	5	/	/	/	-12	8	2	1
COc1ccccc1CC(=O)Nc1cccc(S(=O)(=O)N2CCOCC2)c1	-7	-2	7	-1	8	0	-11	3
Cc1ccc(-n2c(COc3cccc(C)c3)n[nH]c2=S)cc1	2	7	12	-3	-11	14	4	-9
COc1ccc(-c2ccc(C(=O)C3CC3)cc2)cc1	3	7	13	-1	-44	14	5	11
N/C(=N\OC(=O)Nc1ccccc1)c1ncc([N+](=O)[O-])s1	-9	-18	-21	7	8	5	-13	-34
C/C(=N\N1CCN(Cc2ccccc2Cl)CC1)c1ccc(F)cc1	8	2	11	-1	0	6	1	4
CC1=CC(C)C(CN(CCC[N+](C)(C)C)C(=O)Nc2ccccc2)C(C)C1 (centres undefined)	0	2	5	-3	-12	5	-2	1
CCN(CC1CCCN(CCc2cccc(OC)c2)C1)C(=O)c1ccoc1C (centres undefined)	-8	3	28	8	34	9	1	-1
CC1(c2ccccc2)NC(=O)N(CC(=O)N2CCN(S(=O)(=O)c3cccc(C(F)(F)F)c3)CC2)C1=O (centres undefined)	0	/	/	/	7	6	-34	-9
CCN(CC)c1nc(C)c(C(C)=O)cc1C#N	-1	-8	-6	0	1	5	0	1
COCCNS(=O)(=O)c1ccc(OCC(=O)N2CCc3ccccc3C2)c(Cl)c1	-6	-6	-24	-2	-14	-7	-2	3
O=C(COC(=O)CCc1c[nH]c2ccccc12)Nc1ccccc1	0	1	12	-1	-4	10	0	0
Cc1cc(C)n2nc(C(=O)NNC(=O)c3ccc(Cl)cc3)nc2n1	8	21	-1	-3	-8	-7	-10	4
COc1ccc(N2CCN(CC(O)COC(C)(C)C)CC2)cc1 (centres undefined)	-3	-3	4	-6	-1	0	0	-8
CCCCOC(=O)C1[C@H]2C(=O)N(CCc3ccccc3)C[C@]23C=C[C@H]1O3 (some centres undefined)	-3	-5	4	2	-9	10	-7	7
O=C(CSC1=NS(=O)(=O)c2cc(Cl)ccc2N1)Nc1ccccc1C(F)(F)F	-2	0	8	10	-12	5	6	13
COc1ccc(C(C#N)N2N=C(C)CC2c2ccccc2)cc1OC (centres undefined)	3	-1	19	0	-3	8	-4	1
Cc1c(C(=O)Nc2cc(S(=O)(=O)N3CCOCC3)ccc2N2CCN(C)CC2)oc2ccccc12	7	19	4	0	2	15	-14	-7

At a glance, part of the list above.
SMILES	EBI2 antag	UBC13 polyUb	APJ antagonist	APJ ag	Gli-Sufu antag	CCR6 antagonist	ATG4B inhibitor	CXCR6 inh
CCN(CC)c1nc(C)c(C(C)=O)cc1C#N	-1	-8	-6	0	1	5	0	1
COCCNS(=O)(=O)c1ccc(OCC(=O)N2CCc3ccccc3C2)c(Cl)c1	-6	-6	-24	-2	-14	-7	-2	3

Looked up by structure from above (5):
SMILES	EBI2 antag	UBC13 polyUb	APJ antagonist	APJ ag	Gli-Sufu antag	CCR6 antagonist	ATG4B inhibitor	CXCR6 inh
COc1ccc(C(C#N)N2N=C(C)CC2c2ccccc2)cc1OC (centres undefined)	3	-1	19	0	-3	8	-4	1
O=C(CSC1=NS(=O)(=O)c2cc(Cl)ccc2N1)Nc1ccccc1C(F)(F)F	-2	0	8	10	-12	5	6	13
CCCCOC(=O)C1[C@H]2C(=O)N(CCc3ccccc3)C[C@]23C=C[C@H]1O3 (some centres undefined)	-3	-5	4	2	-9	10	-7	7
Cc1c(C(=O)Nc2cc(S(=O)(=O)N3CCOCC3)ccc2N2CCN(C)CC2)oc2ccccc12	7	19	4	0	2	15	-14	-7
CCN(CC)c1nc(C)c(C(C)=O)cc1C#N	-1	-8	-6	0	1	5	0	1

(next part)
SMILES	EBI2 antag	UBC13 polyUb	APJ antagonist	APJ ag	Gli-Sufu antag	CCR6 antagonist	ATG4B inhibitor	CXCR6 inh
CCOc1cc(/C=N/NC(N)=O)cc(Br)c1OCC(=O)Nc1cccc2ccccc12	14	5	-9	4	4	7	-19	-11
C=CCOc1ccc(/C=C2\SC(N3CCCCC3)=NC2=O)cc1	57*	-1	2	-5	16	14	-2	-3
CC1CCC(C(C)C)C(OCC(O)C[N+]2(C)CCCCC2)C1 (centres undefined)	-10	0	-14	-1	10	-3	-5	3
O=C1NC(=Nc2ccccc2Cl)S/C1=C\c1cc([N+](=O)[O-])ccc1O	5	-27	31	-5	19	35	37	25
Cc1ccc(NC(=O)C2CCN(C(=O)c3ccco3)CC2)cc1C	-5	7	17	-2	-18	11	-3	-4
O=C(COc1ccccc1)N1CCN(S(=O)(=O)c2ccc(Cl)cc2)CC1	49*	-2	-2	3	0	8	-8	-6
CCOc1ccc(NC(=O)CNc2cccc(S(=O)(=O)N3CCCCCC3)c2)cc1OCC	15	11	0	-1	2	0	-12	-3
Cc1cnc(C(=O)OCC(=O)N2CCc3ccccc3C2)cn1	-10	8	4	-3	-1	-19	-8	7
Cc1sc2nc(-c3ccco3)oc(=O)c2c1C	6	6	7	-4	-1	21	8	2
COC(=O)c1nn(-c2ccccc2)c(=O)cc1Oc1ccc(Cl)cc1	-5	2	-16	-5	3	9	-1	4
CCOc1ccccc1C(=O)N[C@H](C(=O)Nc1cc(S(=O)(=O)N(C)C)ccc1OC)C(C)C	-5	-13	-6	0	-19	8	-1	-1
Cc1nn2c3c(cnc2c1-c1ccc(Cl)cc1)C(=O)CC(c1ccco1)C3 (centres undefined)	-1	17	-30	-1	4	21	0	1
O=C(N/N=C1\CCSC1)c1cc(Cl)ccc1O	4	10	1	-3	4	10	-8	5
O=C(COc1cc2oc(=O)c3c(c2cc1Cl)CCC3)Nc1ccccn1	4	-2	10	12	-8	-6	-7	3
CC(=O)c1c(N2CCOCC2)[nH]c(-c2ccccc2)nc1=S	1	-9	18	-2	5	31	1	19
O=C1CCCCC1c1cccc2ccccc12 (centres undefined)	-5	-11	-27	-3	-6	-16	14	-7
CC(NC(=O)c1noc2c1CCCC2)c1ccccc1 (centres undefined)	0	1	13	-3	-1	-5	-3	-9
COc1ccc(Cn2c(-c3ccco3)nc3oc4cc(OC)ccc4c(=O)c3c2=O)cc1	7	-13	20	2	-73	10	-11	7
S=C1NCCc2ccc(Cl)cc2C1c1ccccc1 (centres undefined)	-8	-2	7	-4	1	27	-4	12
CCN1CCN(c2nc3c(c(=O)n(C)c(=O)n3C)n2Cc2cccc3ccccc23)CC1	-2	4	-4	-3	9	19	-6	8
COc1c(Cl)cc(Cl)cc1C(=O)Nc1ccc(CN2CCCCC2)cc1	4	20	-6	-4	15	29	8	0
O=C(Nc1cccc2ncccc12)c1ccccc1F	-8	-5	13	0	-7	-4	-3	1
CCc1nnc(NC(=O)CSc2nnc(C)n2Cc2ccccc2)s1	-3	0	6	0	-12	-1	1	-1
O=C(CSc1ccc(Cl)cc1)c1ccco1	13	0	16	1	-3	23	13	3
Cn1cccc1CC(=O)N/N=C/c1cccc([N+](=O)[O-])c1	2	-6	-4	0	0	5	-4	2
COc1ccc(-n2c(C)cc(C(=O)COC(=O)c3cc(NC(=O)c4cccs4)c(OC)c(OC)c3)c2C)cc1	20	-17	-2	-5	16	-4	-8	-3
Cc1nc(C)n(C(Oc2ccc(Cl)cc2Cl)C(=O)C(C)(C)C)n1 (centres undefined)	-1	-4	21	0	4	12	0	-6
O=S(=O)(c1ccc(OCC(O)CNCc2ccco2)c(Cl)c1)N1CCOCC1 (centres undefined)	7	-1	-1	-6	10	1	-13	1
Cn1cccc1C(=O)NCC1COc2ccccc2O1 (centres undefined)	-1	6	13	-6	-64	-11	2	1
Cc1nc2c(Br)cc(Br)cc2cc1O	-1	24	28	0	-10	14	3	-6

Part of the list above, bar-delimited:
SMILES | EBI2 antag | UBC13 polyUb | APJ antagonist | APJ ag | Gli-Sufu antag | CCR6 antagonist | ATG4B inhibitor | CXCR6 inh
Cc1nc(C)n(C(Oc2ccc(Cl)cc2Cl)C(=O)C(C)(C)C)n1 (centres undefined) | -1 | -4 | 21 | 0 | 4 | 12 | 0 | -6
O=S(=O)(c1ccc(OCC(O)CNCc2ccco2)c(Cl)c1)N1CCOCC1 (centres undefined) | 7 | -1 | -1 | -6 | 10 | 1 | -13 | 1

(continued)
SMILES	EBI2 antag	UBC13 polyUb	APJ antagonist	APJ ag	Gli-Sufu antag	CCR6 antagonist	ATG4B inhibitor	CXCR6 inh
O=C(c1cccc(C(F)(F)F)c1)N(c1ccccn1)C1CCCCC1	4	7	-10	-3	-1	16	-4	-2
C#CC[N+](CC)(CC)CC#Cc1ccccc1	-4	0	5	-5	5	-1	1	3
Cc1ccc(N2C(=O)N(CC(=O)N3c4ccccc4CC3C)C(=O)C2C)cc1 (centres undefined)	-7	0	-4	6	2	10	-5	1
Cc1ccc2nc(SCC(=O)NCc3ccco3)nc(=O)n2c1	-9	-7	-9	-3	-4	-1	-4	-4
CCCCC1=CC2=CC(=O)C(C)(OC(=O)CC)C(=O)C2=CN1CCc1ccccn1 (centres undefined)	-5	-12	-8	11	6	-17	3	-12
Cc1c(CCO)c(=O)n2c([nH]c3ccccc32)c1C#N	4	1	-1	-2	7	7	-6	-2
CC(C)(C)OC(=O)C[C@H]1C/C=C\C[C@@H](CC(=O)NCCO)C(=O)N2CCC[C@H]2COC1=O	-13	-4	12	-2	-6	4	-12	-7
COc1ccc(NC(=O)COc2ccc(/C=C/c3cc[n+](C)cc3)cc2OC)cc1	1	2	-18	-2	1	2	-6	-1
CCC(C)(C)c1nnc(NC(=O)CCC2CCCCC2)s1	-23	1	5	3	4	8	2	-8
CCCOC(=O)c1ccc(NC(=O)C2CCCO2)cc1 (centres undefined)	0	-1	-2	-1	-55	3	-16	2
COc1cccc(NC(=O)COC(=O)c2c(NC(C)=O)sc(C)c2C)c1	2	-17	-64	-2	-2	-13	-48	-3
O=C(NCc1ccccn1)c1cc(-c2ccc(Cl)cc2)nc2ccccc12	10	6	-2	-1	-4	15	7	3
O=C(N/C=C/n1cnc2cc(C(F)(F)F)ccc21)c1ccccc1F	1	4	-7	-3	-2	3	-1	-7
CC1(C(=O)NC2CCCCCCC2)CCC(=O)N1Cc1ccco1 (centres undefined)	-7	0	11	-1	0	4	5	0
Cn1nc(C(=O)Nc2cccc(Cl)c2)cc1C(=O)Nc1cccc(Cl)c1	19	1	13	3	17	8	-3	0
COc1ccc(C)cc1NC(=O)C(OC(=O)c1cccc(S(=O)(=O)N(C)c2ccccc2)c1)c1ccccc1 (centres undefined)	8	-13	13	-2	12	10	38	10
COC(=O)c1ccc(C)c(NC(=O)CN(c2cc(OC)ccc2OC)S(C)(=O)=O)c1	-22	-9	3	-4	-7	-8	-9	-6

Bioassay records (PubChem)
